# From PubChem
# M4 antag = human M4 muscarinic receptor antagonists, primary screen, CHO cells, Fluo-8 calcium fluorescence. CHO-hM4 cells, ACh EC80. inhibition, % at 3 µM. actives 0.73% (n = 360,000). AID 624125, 2012;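 active means inhibition above its plate's cutoff, the mean inhibition of sample wells plus 3 SD, cut at about 27% in these data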;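 further: 0% = acetylcholine EC80 with DMSO and 100% = DMSO without agonist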
# M5 ag = human M5 muscarinic receptor agonists, primary screen, CHO-K1 cells, Fluo-8 calcium fluorescence | Muscarinic acetylcholine receptor M5 (Homo sapiens), P08912 | CHO-K1 hM5 cells; 0% DMSO wells, 100% maximal acetylcholine response | activation, % at 3 µM | actives 0.19% (n = 360,000);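 active means activation above the run's mean over test compounds plus 3 SD, cut at about 23% in these data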;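 further: signal is peak over basal fluorescence ratio across the kinetic read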
# CRFBP-R2 agonist = agonists of CRF-BP/CRF-R2 complex, primary screen, cell-based, HEK293, calcium dye fluorescence, uHTS | calcium dye fluorescence (FLIPR); percent of saturating CRF peptide response | activation, % at 13.2 µM | actives 0.46% (n = 350,000) | AID 588473, 2011;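 active means activation of at least 50%, plus an integration ratio under a set limit after plate pattern correction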;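 further: plate controls were neutral control wells without compound for no effect and CRF at EC100 for full effect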
# CRFBP-R2 block = antagonists of CRF-BP/CRF-R2 complex, primary screen, cell-based, HEK293, calcium dye fluorescence, uHTS; CRF-induced calcium fluorescence; AID 588475, 2011; inhibition, % at 11.8 µM; actives 0.59% (n = 350,000);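 active means inhibition of the ligand-induced calcium signal above about 50% at the single tested concentration, limit read from the data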
# M5 antag = human M5 muscarinic receptor antagonists, primary screen, CHO cells, Fluo-8 calcium fluorescence; actives 0.59% (n = 360,000); inhibition, % at 3 µM; CHO-hM5 cells, ACh EC80; Muscarinic acetylcholine receptor M5 (Homo sapiens), P08912; AID 624040, 2012;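 active means inhibition above a per-plate cutoff, the mean of that plate's test compounds plus 3 SD, cut at about 27% in these data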;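 further: 0% = acetylcholine EC80 with DMSO and 100% = DMSO without agonist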
# CHRM5 PAM = human M5 muscarinic receptor positive allosteric modulators, primary screen, CHO-K1 cells, Fluo-8 calcium fluorescence; Muscarinic acetylcholine receptor M5 (Homo sapiens), P08912; actives 0.3% (n = 360,000); activation, % at 3 µM; CHO-K1 hM5, ACh EC20 PAM; 0% = ACh EC20, 100% = ACh EC100;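 active means activation above the run cutoff, the mean activation of all test compounds plus 3 SD, cut at about 18% in these data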
#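 Probe or stimulus: acetylcholine, EC20 level; Assay system: human M5 receptor in CHO-K1 cells; Schedule: compound preincubation 140 s before EC20 acetylcholine addition; Technique: intracellular calcium via Fluo-8 fluorescence; Dosing: single-point, 3 µM nominal; Read-out basis: percent activation from peak-over-basal fluorescence ratio, scaled EC20-to-EC100 acetylcholine; Repeats: one well per compound, no replicates.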
# CHRM4 agonist = human M4 muscarinic receptor agonists, primary screen, CHO-K1 cells, Fluo-8 calcium fluorescence. activation, % at 3 µM. actives 0.14% (n = 360,000). CHO-K1 hM4/Gqi5; vehicle 0%, full acetylcholine response 100%. Muscarinic acetylcholine receptor M4 (Homo sapiens), P08173;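 active means activation above the run mean over all test wells plus 3 SD, cut at about 32% in these data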;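 further: peak over basal fluorescence ratio per well then scaled between controls; 0% = DMSO wells and 100% = acetylcholine at EC100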
# IDE cell inh = human IDE inhibitors in live cells, primary screen, fluorescence polarization, HEK cells, FAbetaB substrate. Insulin-degrading enzyme (Homo sapiens), P14735. FAbetaB cleavage. inhibition, % at 5.59 µM. actives 0.41% (n = 320,000). AID 434962, 2010;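 active means percent inhibition above the average of all tested compounds plus 3 SD, set per screening campaign, cut at about 16% in these data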;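 further: IDE supplied by intact live HEK cells; FP after avidin binding of uncleaved biotin substrate so inhibition keeps polarization high; 0% = DMSO wells and 100% = 60 µM reference IDE inhibitor Ii1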
# Target sequence (P14735 whole entry, looked up): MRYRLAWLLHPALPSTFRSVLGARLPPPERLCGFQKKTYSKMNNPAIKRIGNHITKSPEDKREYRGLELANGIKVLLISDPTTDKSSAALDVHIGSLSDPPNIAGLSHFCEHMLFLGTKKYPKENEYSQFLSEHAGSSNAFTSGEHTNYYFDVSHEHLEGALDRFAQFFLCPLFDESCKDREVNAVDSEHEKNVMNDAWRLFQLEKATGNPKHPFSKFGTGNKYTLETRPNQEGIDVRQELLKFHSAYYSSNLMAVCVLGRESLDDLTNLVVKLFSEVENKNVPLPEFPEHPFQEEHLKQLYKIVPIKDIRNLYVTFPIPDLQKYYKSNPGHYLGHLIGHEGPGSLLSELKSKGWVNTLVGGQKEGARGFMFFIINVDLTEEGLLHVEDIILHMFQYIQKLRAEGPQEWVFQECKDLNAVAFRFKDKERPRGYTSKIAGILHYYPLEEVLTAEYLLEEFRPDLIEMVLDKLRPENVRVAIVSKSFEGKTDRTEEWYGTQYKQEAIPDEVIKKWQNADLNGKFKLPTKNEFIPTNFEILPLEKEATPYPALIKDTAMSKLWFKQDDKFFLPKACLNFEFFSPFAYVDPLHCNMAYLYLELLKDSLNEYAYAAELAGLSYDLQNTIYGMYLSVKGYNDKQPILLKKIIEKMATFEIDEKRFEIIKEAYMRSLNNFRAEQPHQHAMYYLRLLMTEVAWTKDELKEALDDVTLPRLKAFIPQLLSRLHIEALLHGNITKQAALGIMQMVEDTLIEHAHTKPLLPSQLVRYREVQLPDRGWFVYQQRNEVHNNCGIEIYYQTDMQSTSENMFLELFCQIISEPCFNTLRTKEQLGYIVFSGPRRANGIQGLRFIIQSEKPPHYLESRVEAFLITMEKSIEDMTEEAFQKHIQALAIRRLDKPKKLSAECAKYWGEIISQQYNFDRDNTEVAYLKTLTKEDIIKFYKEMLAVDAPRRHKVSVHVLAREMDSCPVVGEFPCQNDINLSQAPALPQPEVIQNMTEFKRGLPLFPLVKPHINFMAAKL
# CHRM4 PAM = human M4 muscarinic receptor positive allosteric modulators, primary screen, CHO-K1 cells, Fluo-8 calcium fluorescence; AID 624126, 2012; Muscarinic acetylcholine receptor M4 (Homo sapiens), P08173; activation, % at 3 µM; actives 0.4% (n = 360,000); CHO-K1 hM4/Gqi5, ACh EC20; 0% = ACh EC20, 100% = maximal ACh;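 active means activation above its plate's cutoff, the mean activation of sample wells plus 3 SD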; further: some results filed as inactive read as strong as hits
# * = called active by the depositor; . = no result given.
M5 ag,IDE cell inh,M4 antag,CHRM4 agonist,M5 antag,CRFBP-R2 block,CHRM4 PAM,CHRM5 PAM,canonical_smiles,CRFBP-R2 agonist
-2,-2,11,5,12,-3,-4,-5,COc1cccc(NC(=O)COC(=O)COc2cccc3c2OC(C)(C)C3)c1,-1.4
-5,2,3,0,7,9,-5,-5,O=C(CCNC(=O)c1ccc([N+](=O)[O-])cc1)Nc1ccc(F)cc1,-1.9
-1,9,-1,2,-9,-1,-5,-2,CC(C)CNC(=O)c1ccc(NC(=O)c2cccs2)cc1,-0.8
0,2,11,2,6,-4,-4,-2,CC(NS(=O)(=O)c1ccc(OCC(=O)N2CCOCC2)c(Cl)c1)c1ccccc1 (stereo not given),0.5
-2,4,-2,1,11,14,-2,-4,Cc1cnc(C(=O)NC2CCSc3ccccc32)cn1 (stereo not given),0.3
0,2,5,1,-4,-9,5,0,O=C(N/C(=C/c1ccc(Br)cc1)C(=O)N1CCCC1=O)c1ccco1,-0.4
0,1,-12,-1,8,-6,11,-2,Nc1[nH]c(=O)nc(Nc2ccccc2)c1N=O,0.5
0,3,5,1,8,18,0,-7,O=C(CCCCCn1c(=O)[nH]c2ccsc2c1=O)NCc1cccs1,0.6
-2,0,-4,1,9,-3,10,0,O=C1OC2(CCCC2)OC(=O)C1=Cc1c[nH]c2ccccc12,2.3
4,0,-2,9,4,3,-5,-5,O=C(CCC(=O)N1CCSc2ccccc21)Nc1ccc(F)cc1,-4.8
-3,4,-12,0,-6,-3,13,7,CCc1ccc(C(=O)Nc2cc3c(cc2Cl)OCCCO3)cc1,1.6
-2,3,2,2,4,10,4,5,CCC(=O)Nc1c(-c2ccccc2Cl)c(=O)c2ccccc2n1CC,1.4
1,-1,-4,0,4,4,5,-5,O=C(NC(NC1CCS(=O)(=O)C1)C(=O)c1ccccc1)c1ccc(Cl)cc1 (stereo not given),0.4
-9,.,14,1,11,-7,-12,-12,O=C(c1ccc(OC2CCN(CCc3ccccc3)CC2)cc1)N1CCC[C@H]1CO,2.2
-2,3,7,-1,5,3,6,-3,CC(C)(C)c1ccc(C(=O)N2CCCC2)s1,-5.0

# 3 compounds from above, reduced to M5 antag, CHRM5 PAM and CRFBP-R2 block:
structure,M5 antag,CHRM5 PAM,CRFBP-R2 block
O=C(CCNC(=O)c1ccc([N+](=O)[O-])cc1)Nc1ccc(F)cc1,7,-5,9
CC(NS(=O)(=O)c1ccc(OCC(=O)N2CCOCC2)c(Cl)c1)c1ccccc1 (stereo not given),6,-2,-4
O=C(c1ccc(OC2CCN(CCc3ccccc3)CC2)cc1)N1CCC[C@H]1CO,11,-12,-7

# Following part:
M5 ag,IDE cell inh,M4 antag,CHRM4 agonist,M5 antag,CRFBP-R2 block,CHRM4 PAM,CHRM5 PAM,canonical_smiles,CRFBP-R2 agonist
-4,1,-14,1,0,2,-3,-6,O=C(NC1CCCCC1)C(c1ccccc1)N1CCc2ccccc21 (stereo not given),-3.0
-1,-2,-1,0,2,2,-2,-3,COc1cc(/C=N/N=C2\CC3CCC2(C)C3(C)C)ccc1O (stereo not given),0.6
-1,9,2,0,2,5,2,2,O=C(CCCc1ccccc1)NCc1ccc(Cl)cc1,0.5
5,2,-14,1,2,-5,-2,-2,COc1ccc(CCNC(=O)c2cn3ccc(C)cc3n2)cc1OC,0.2
-4,5,-2,0,-2,3,0,-5,COc1cccc2cc(C(=O)N3CCc4ccccc43)c(=O)oc12,-1.2
-2,2,1,0,1,-23,-3,-2,Cc1cccc(CN2CCN(C3CCCC3)C(CCO)C2)n1 (stereo not given),-0.9
-6,1,-1,-1,11,-22,3,-1,COc1ccccc1C1NC(=O)NC(C)=C1C(=O)OC1CCC(C)CC1 (stereo not given),-2.0
1,.,21,10,23,-9,-7,-7,CCOc1ccc(C(C(=O)NCC2CCCO2)N(CCc2cccc(C)c2)C(=O)c2snc(C(N)=O)c2N)cc1 (stereo not given),0.4
-2,-1,-15,1,13,-43,2,-5,O=C(CSc1nc2ccccc2n1Cc1ccccc1)N/N=C/c1ccco1,-0.7
2,.,-14,0,8,16,0,-10,CC(=O)Nc1ccc2c(c1)C(=O)c1cccc(C(=O)O)c1-2,-1.7
-2,0,2,1,-5,-4,-2,3,COc1ccc(S(=O)(=O)N2CC(C)N(C(=O)N(C)C)C2C(C)C)cc1 (stereo not given),3.1
0,-2,9,2,-3,9,-6,-8,CCOC(=O)Cn1c(CCC(=O)O)ccc1-c1ccc(F)cc1,-0.2
-2,.,-17,2,4,.,-4,-12,COc1cc(Cl)ccc1OC1(C)CCN(Cc2ccc(SC)cc2)C1 (stereo not given),.
2,4,-7,3,-1,1,13,9,Cc1ccc(CC(=O)Nc2ccc(S(=O)(=O)N3CCOCC3)cc2)cc1C,1.1
4,7,-1,1,3,8,1,9,CC(C)NC(=O)COC(=O)Cn1[nH]c(=O)c2ccccc2c1=O,-1.2
-15,0,2,-1,2,0,2,-11,N#Cc1nc(COc2ccc(Cl)cc2)oc1N1CCCC1,-1.4
-3,4,-1,2,-4,10,8,6,COCCNC(=O)CCc1c(C)nc2c(c(C)nn2-c2ccc(C)cc2)c1C,-0.9
2,2,-8,0,2,-3,9,0,COc1ccc2[nH]c(=O)c(C(c3nnnn3C3CCCC3)N(C)C3CCCCC3)cc2c1 (stereo not given),0.0
3,6,2,2,10,-3,8,-11,CC(C)CC(N)c1cn([C@@H](CCC(=O)O)C(=O)N2CCNCC2)nn1 (stereo not given in full),-0.4
2,0,-18,-1,3,1,9,-3,Cc1cccc(C(=O)NCc2nnc(SC(C)C(=O)Nc3nnc(C)s3)n2C)c1 (stereo not given),0.4
1,0,2,1,9,-2,3,-5,CCOC(=O)c1cc(C#N)c(N2CCNCC2)nc1C(F)(F)F,-0.5
5,-2,-13,-1,-1,-23,4,2,CC(C)(C)c1ccc(-c2n[nH]c(=S)n2-c2ccccc2)cc1,-6.6
1,.,-8,-1,-3,6,-5,-5,O=C(Cc1cccc(NC(=O)C2CCN(C(=O)C3CC3)CC2)c1)Nc1cccc(C(=O)N2CCCCC2)c1,-0.8
7,7,-2,7,-2,4,2,-2,COc1ccc(NS(=O)(=O)c2cccc(C(=O)N(C)Cc3cccs3)c2)cc1,2.0
2,3,-10,1,4,4,4,-5,CCOc1cc(/C=N/NC(=O)COc2ccccc2C)ccc1OC(=O)c1cccs1,10
4,-2,2,0,-4,-4,21,1,O=C1CCCN1CN1CCCCC1,0.3
2,7,7,1,-1,12,-1,2,O=C(NCc1cccnc1)Nc1ccc2c(c1)OCO2,-1.2
3,.,-10,20,6,11,-13,-16,CC(C)(C)OC(=O)N1CCCC(C(=O)Nc2cccc(C(=O)NCCc3ccccc3)c2)C1 (stereo not given),-3.0
-1,.,-9,1,8,.,9,-4,CC(C)Nc1nc(NCCN2CCNC2=O)c2sccc2n1,.
-2,0,-12,1,1,2,6,5,O=C(CCc1nc(-c2ccc(Cl)cc2)no1)OCc1ccc(Br)cc1,-2.1
0,2,-9,0,5,-3,-2,-8,CC1CCCCC1NC(=O)C1CCC(CNc2c(N3CCCCC3)c(=O)c2=O)CC1 (stereo not given),-0.7
0,4,-2,0,-2,11,-4,-1,CCN(C[C@H]1N[C@@](Cc2ccccc2)(C(=O)OC)[C@H]2C(=O)N(Cc3ccccc3)C(=O)[C@@H]12)C(=O)COc1ccccc1,0.3
-1,0,-2,4,11,1,-6,-12,COc1ccc(/C=N/NC(=O)CCn2nnc3ccccc32)cc1,0.5
8,.,-7,14,13,.,3,-14,Nc1nc2cc(Cl)ccc2cc1C(=O)NCCCc1ccccc1,.
6,2,7,-1,-17,3,13,10,CCn1c(=O)cc(SCC(=O)Nc2ccc3c(c2)OCO3)c2ccccc21,1.1
-2,10,-7,0,-2,-12,2,-3,Cc1ccc(CCNC(=O)c2ccc(NC3=NC4CS(=O)(=O)CC4S3)cc2)cc1 (stereo not given),-1.2
8,-4,-19,11,11,0,1,-10,Cc1cccc2sc(NNC(=O)c3ccc(S(=O)(=O)N4CC(C)CC(C)C4)cc3)nc12 (stereo not given),1.8
1,-2,4,0,1,-1,-5,-3,C/C(=N/NC(=O)c1ccccn1)c1ccco1,-2.4
0,-3,0,1,-4,-42,1,2,Cc1ccc2c(c1)CCCN2C(=O)c1c(C)noc1C,3.1
-3,3,3,0,10,8,2,2,O=C(c1ccc(Cl)s1)N1CCN(S(=O)(=O)c2ccc(Cl)cc2)CC1,-1.2
4,.,-4,1,3,-16,4,0,Cn1c(=O)c2[nH]c(SCc3cccnc3)nc2n(C)c1=S,5.0
0,3,-8,1,-6,-21,10,0,Cc1ccc2nc(NC(=O)/C=C/c3ccc4c(c3)OCO4)sc2c1,-0.1
-6,3,12,-2,-1,-14,-22,-6,CCCC(=O)N1N=C(c2ccccc2)CC1c1cn(C)c2ccccc12 (stereo not given),0.1
-2,-2,-4,1,1,-5,-2,7,CCN(CC(=O)Nc1ccccc1C(F)(F)F)C(=O)CN1C(=O)NC2(CCCC2)C1=O,0.7
-3,-4,-1,1,-5,-11,8,10,CCOc1ccc(Cc2nnc(SCC(=O)Nc3c(C)cccc3C)[nH]c2=O)cc1,0.6
-8,-1,-10,-1,-3,30,3,-3,Cc1ccc(CSc2nnc(-c3ccco3)o2)cc1,-1.9
-3,-1,-12,0,-4,-1,5,-4,Cc1cc(NC(=O)c2cc(S(=O)(=O)N3CCCCC3)ccc2C)n(-c2ccccn2)n1,1.9
-3,7,3,10,8,-41,-11,-1,CCCOc1ccc(OCCOCCNCc2ccccc2)cc1,-0.3
-3,14,-3,1,1,-11,2,1,COC(=O)C1=C(N)Oc2c(oc(CO)cc2=O)C1c1c(F)cccc1Cl (stereo not given),-3.7
-1,-1,-10,0,4,2,2,-4,Cc1ccc(NC(=O)CCC(=O)OCC(F)(F)C(F)F)cc1,2.3
-1,-8,5,1,3,-10,-3,-1,CCC(=O)Nc1ccc(C(=O)N/N=C/c2cccnc2)cc1,0.2
2,3,7,4,-4,1,-5,9,COc1ccc(Cl)cc1NC(=O)CN(C)C(=O)Cn1[nH]c(=O)c2ccccc2c1=O,0.1
1,11,-1,-2,4,8,10,-1,Fc1ccc(-c2ccnc3nc(-n4cccc4)nn23)cc1,0.6
1,7,-5,1,-3,7,6,0,Cc1noc(N)c1C1(O)C(=O)N(C(C)C)c2ccccc21 (stereo not given),3.9
-3,4,-5,5,0,-8,-8,7,O=C(NCCCn1ccnc1)C(=O)NCC(c1ccco1)N1CCN(c2ccc(F)cc2)CC1 (stereo not given),0.4

# Rows are unselected. Share with any hit: about 2.9%.
